High-throughput results as filed in PubChem BioAssay.
Yfh1-depleted yeast: enhancers of respiration in Yfh1-depleted yeast, dose response, Friedreich's ataxia, plus single-dose screen (AID 1465); S. cerevisiae Yfh1-off respiration, WST-1 reduction, 72 h; higher fold induction means a stronger effect; fold induction at 50 µM, or EC50 in µM where a hit was titrated; hit rate 0.074% among 220,000;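 active = fold induction of absorbance versus untreated yeast above a set limit, then at least 30% activation at any dose in follow-up; inconclusive = repeats straddling the limit, or above it without dose testing; inactive = fold induction below the set limit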;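 also: activators that raise dye reduction in frataxin-depleted yeast; strong numbers were not always called active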
K1F lysis inhibition: inhibition of K1F phage lysis, E. coli UTI89, bacterial capsule biogenesis inhibitors, alamar blue (AID 488966). inhibition, % at 100 µM, or IC50 in µM where a hit was titrated. hit rate 0.02% among 340,000. E. coli UTI89 K1F phage lysis, alamar blue, 2 h; higher % means a stronger effect;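 active = phage lysis inhibition, versus mean bacterial control, above a set limit; inconclusive = no clear call, values can overlap the other calls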;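 also: capsule biogenesis inhibitors block K1F phage lysis so surviving cells raise fluorescence; higher fluorescence means more inhibition of phage lysis; actives were called in the ten point dose series up to 300 µM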
RSV CPE inhibition: RSV antiviral activity via CPE protection, HEp-2 cells, primary 10 µM value included (AID 2391) | HEp-2 cells, RSV-induced CPE inhibition; higher % means a stronger effect | hit rate 0.13% among 310,000 | CPE inhibition, % at 10 µM; hits with a dose series show IC50 in µM; in the data active = a potency from the dose series; inconclusive = CPE inhibition mostly from about 23% at the one dose, without a potency; inactive = the rest, 99 in 100 with CPE inhibition below about 21%; also: strong numbers were not always called active
Large T inhibition: SV40 large T antigen inhibitors, biochemical (AID 1903) | SV40 large T antigen ATPase/helicase inhibition assay; higher % means a stronger effect | one-dose inhibition, % at 20 µM; IC50 in µM for titrated hits | hit rate 0.39% among 310,000; in the data active = a potency from the dose series; inconclusive = inhibition mostly from about 32% at the one dose, without a potency; inactive = the rest, 99 in 100 with inhibition below about 32%; also: strong numbers were not always called active
CSM14.1 death rescue: rescue of cells from ER stress-induced death, primary screen, 384-well, CSM14.1, thapsigargin, ATP luminescence (AID 1222); CSM14.1 thapsigargin-induced death rescue, ATP luminescence; higher % means a stronger effect; cellular ATP content (survival), % at 20 µM; hits with a dose series show EC50 in µM; 190,000 tested, under 10 active;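 active = EC50 below 50 µM in the dose-response confirmation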;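 also: death triggered by thapsigargin at about 15 µM added after 2 h compound pretreatment; cell ATP read after overnight thapsigargin exposure of roughly 18 to 22 hours; normalized against plate controls of thapsigargin alone and 5% DMSO vehicle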
XIAP antagonists: XIAP antagonists, biochemical, IAP family, fluorescence polarization (AID 1018). XIAP BIR domain, fluorescence polarization peptide displacement; higher % means a stronger effect. displacement, % at 20 µM; hits with a dose series show IC50 in µM. hit rate 0.007% among 200,000; in the data active = displacement above about 50%; also: a part of the inactive calls stands beside numbers as strong as those of hits
West Nile antiviral: inhibition of WNV-induced cytopathic effect – cell-based, CPE readout (AID 1621) | West Nile virus-infected cells, CPE inhibition; higher % means a stronger effect | CPE inhibition, % at 10 µM, or IC50 in µM where a hit was titrated | hit rate 0.02% among 290,000; in the data active = a potency from the dose series; inconclusive = CPE inhibition mostly from about 3.7% at the one dose, without a potency; inactive = the rest, 99 in 100 with CPE inhibition below about 2.2%; also: strong numbers were not always called active
WT yeast gro inh: growth inhibition of WT yeast, mitochondrial fusion screen; mitochondrial fusion phenotypic screen, WT strain; inhibition, % at 10 µM; hit rate 2.1% among 190,000; AID 1362; in the data active = inhibition above about 58%; tested in S. cerevisiae
Dengue-2 NS5 capping: Dengue-2 NS5 methyltransferase inhibitors, primary screen, biochemical, confirmation dose response (AID 588689); Dengue-2 NS5 methyltransferase capping enzyme assay, biochemical; higher % means a stronger effect; inhibition, % at 25 µM; hits with a dose series show IC50 in µM; hit rate 0.3% among 340,000; in the data active = a potency from the dose series; inconclusive = inhibition above about 29% without an active follow-up result
WT yeast gro inh mutant strain: further read-out of WT yeast gro inh, marked with its call; inhibition, %; mitochondrial fusion phenotypic screen, mutant strain inhibition
Dengue-2 NS5 capping pilot replicate: second read-out of Dengue-2 NS5 capping, no call of its own (marks repeat the call); inhibition, %; measured here: pilot screen replicate inhibition
* marks the source's active call; other numbers are inactive results; i = inactive; u = inconclusive; x = not tested or not shown; [ ] = another dose, or the depositor's remark.

SMILES	Yfh1-depleted yeast	K1F lysis inhibition	RSV CPE inhibition	Large T inhibition	CSM14.1 death rescue	XIAP antagonists	West Nile antiviral	WT yeast gro inh	WT yeast gro inh mutant strain	Dengue-2 NS5 capping	others
COc1cc(OC)c(NC(=O)C2CCN(S(=O)(=O)c3ccc4c(c3)CC(C)N4C(C)=O)CC2)cc1Cl (stereo not drawn)	x	0.3%	40%	x	x	x	0.5%	x	x	4%
O=C(Cn1nnc2ccccc21)N/N=C\c1cccs1	i	-10%	0.7%	16%	-1.8%	-0.3%	1.7%	-6	1	-10%
COc1ccc(/C=N/NC(=O)c2nnn(-c3nonc3N)c2-c2cccc(OC)c2)cc1	x	0.3%	3.7%	12%	x	x	0.3%	x	x	-5%
Cc1ccc(S(=O)(=O)N2CCC(N3CCCCCC3)CC2)cc1	i	0.0%	-1.9%	7%	7.2%	-2.8%	-0.4%	6	18	-8%
O=c1[nH]c(=O)n(Cc2ccccc2)c2nc(-c3cccs3)n(CCO)c12	i	x	2.7%	11%	x	x	0.9%	x	x	x
COc1ccc(NC(=O)Nc2ccccc2SC)c(OC)c1	i	-1.5%	0.6%	7%	-0.9%	-4.0%	0.1%	1	5	-6%
CCN(CC)S(=O)(=O)c1ccc(OC)c(NC(=O)c2ccc(OC)c([N+](=O)[O-])c2)c1	i	2.7%	5.0%	x	x	x	u	x	x	-1%
O=S(=O)(/N=C(\[O-])C[n+]1ccccc1)c1ccc(Cl)cc1	i	-0.8%[50 µM]	-0.4%	3%	x	x	0.3%	x	x	-12%
O=C(C1=C(O)C(=O)N(Cc2ccco2)C1c1ccccc1)c1cccs1 (stereo not drawn)	i	-0.4%	0.1%	9%	1.1%	-5.0%	0.1%	-26	-14	-3%
COc1ccc(S(=O)(=O)Nc2ccc3c(c2)OCO3)cc1OC	i	0.7%	-0.5%	7%	0.0%	-17%	-0.2%	5	13	8%
Cc1cc(C)c2c(n1)SCC(=O)N2CC(=O)Nc1ccc(Br)c(C)c1	x	0.1%	3.8%	1%	x	x	0.1%	x	x	-3%
COc1ccc(/C=N/NS(C)(=O)=O)c(OC)c1	i	2.4%	0.6%	12%	-2.8%	-6.1%	-0.2%	0	7	-4%
O=C(NCc1ccc2c(c1)OCO2)c1cccc(C(=O)NCc2ccc3c(c2)OCO3)c1	i	1.4%	0.1%	14%	0.8%	-5.8%	-0.4%	-1	-13	-2%
Cc1cc(NC(=O)c2cccc(COc3ccc(Br)cc3)c2)no1	i	0.2%	1.6%	2%	x	-8.4%	0.2%	12	13	-2%
COC(=O)[C@]1(C)N[C@H](c2ccc(-c3ccc(Cl)c(Cl)c3)cc2)[C@@H]2C(=O)N(C)C(=O)[C@@H]21	x	1.3%	4.3%	9%	x	x	x	x	x	-3%
CNC(=S)N(CCCn1ccnc1)Cc1c(F)cccc1Cl	x	0.6%	0.3%	3%	x	x	-0.8%	x	x	-2%
Cc1ccc(-n2ccc(=O)c(C(=O)Nc3ccc(S(=O)(=O)N4CCOCC4)cc3)n2)cc1	x	0.1%	1.0%	6%	x	x	2.1%	x	x	-10%
NC(=O)CC(NC(=O)Cc1cccc2ccccc12)c1ccc(N2CCC(Br)CC2)c([N+](=O)[O-])c1 (stereo not drawn)	i	0.1%	5.6%	18%	x	x	-0.7%	x	x	3%
CN1CCN(c2ccccc2NC(=O)C(Cc2ccccc2)n2cccc2)CC1 (stereo not drawn)	i	2.1%	-1.2%	2%	0.1%	-0.3%	-0.4%	12	3	-5%
Cc1cc(=O)n2c(n1)NC(Nc1cccc(C)c1C)=NC2c1ccccc1 (stereo not drawn)	i	0.4%	-0.1%	8%	x	x	0.2%	x	x	0%
COC(=O)C(NC(C)=O)(Nc1ccc(C)cn1)C(F)(F)F (stereo not drawn)	i	-0.9%	3.5%	7%	x	x	0.4%	x	x	-1%
CCCN(C(=O)CSCc1ccc(Cl)cc1)c1c(N)n(Cc2ccccc2)c(=O)[nH]c1=O	x	-1.1%	-2.6%	-1%	x	x	x	x	x	-4%
O=C(CSc1nnc(CNC(=O)c2ccccc2)o1)NCc1ccc(F)cc1	x	-0.1%	0.6%	10%	x	x	-0.3%	x	x	-6%
COC(=O)c1nc(N)sc1-c1ccc(Cl)cc1	i	0.2%	-1.1%	5%	x	-7.9%	-0.1%	-5	-2	1%
O=C(NCc1ccco1)/C(=C/c1cccc([N+](=O)[O-])c1)NC(=O)c1ccco1	x	0.0%	1.1%	3%	x	x	-0.8%	x	x	-5%

Overlap with the part before: three entries, then new ones.
SMILES	Yfh1-depleted yeast	K1F lysis inhibition	RSV CPE inhibition	Large T inhibition	CSM14.1 death rescue	XIAP antagonists	West Nile antiviral	WT yeast gro inh	WT yeast gro inh mutant strain	Dengue-2 NS5 capping	others
O=C(CSc1nnc(CNC(=O)c2ccccc2)o1)NCc1ccc(F)cc1	x	-0.1%	0.6%	10%	x	x	-0.3%	x	x	-6%
COC(=O)c1nc(N)sc1-c1ccc(Cl)cc1	i	0.2%	-1.1%	5%	x	-7.9%	-0.1%	-5	-2	1%
O=C(NCc1ccco1)/C(=C/c1cccc([N+](=O)[O-])c1)NC(=O)c1ccco1	x	0.0%	1.1%	3%	x	x	-0.8%	x	x	-5%
CCn1cc(S(=O)(=O)Nc2nc3ccc(OC)cc3s2)cn1	x	-1.4%[50 µM]	1.0%	-24%	x	x	-0.1%	x	x	-3%
COC(=O)c1cc(Br)c(=O)n(Cc2ccc(C(=O)O)cc2)c1	i	1.5%	1.5%	10%	0.7%	-4.1%	0.9%	17	8	-4%
CC1CCN(C(=O)CN(c2ccc3c(c2)OCO3)S(C)(=O)=O)CC1	i	-2.0%	0.9%	-3%	-2.8%	-4.1%	1.2%	-22	-15	3%
COc1cccc(CNn2cnnc2)c1OCc1ccc(F)cc1	i	0.4%	1.8%	4%	1.6%	-8.5%	-0.2%	2	-9	-5%
C=CCOc1ccc(/C=C(\C#N)C(=O)Nc2ccccn2)cc1	x	0.5%	2.9%	4%	x	x	-0.3%	x	x	0%
Cc1ccccc1Nc1nc(N)nc(CSc2nc3ccccc3c(=O)n2CCCO)n1	i	-0.2%	-0.2%	6%	-2.7%	-1.6%	0.9%	-3	8	-3%
Cc1ccc(CS(=O)(=O)CCC(=O)NCc2ccc3c(c2)OCO3)cc1	i	-0.1%	1.5%	-13%	0.1%	-2.1%	-1.0%	7	15	-3%
Cc1ccc2cc(CN(Cc3ccco3)S(=O)(=O)c3c(C)ccc4nsnc34)c(=O)[nH]c2c1	i	0.6%	-1.9%	2%	-3.4%	-9.3%	1.0%	4	-2	2%
Cc1cccc(CC(=O)Nc2cc(C)c3c(=O)oc4ccccc4c3n2)c1	i	0.2%	-1.1%	3%	x	-12%	0.0%	-10	-15	0%
COc1cc(/C(C)=N/NC(=O)Cc2c(C)[nH][nH]c2=O)ccc1O	i	2.0%	1.2%	13µM*	1.2%	-4.8%	-0.3%	5	-4	-1%
CCCn1c(SCC(=O)Nc2nc3c(s2)CCCC3)nc2c1c(=O)n(C)c(=O)n2C	i	0.5%	4.6%	-4%	1.6%	-4.7%	-1.5%	-7	-5	2%	Dengue-2 NS5 capping pilot replicate=-0.8
N#Cc1nc(-c2cccs2)oc1NCc1ccc2c(c1)OCO2	i	0.1%	20%	7%	-1.6%	-7.2%	-0.3%	-9	-2	x
COc1ccccc1N1CCN(S(=O)(=O)c2c(C)ccc3nsnc23)CC1	i	5.3%	-1.3%	21%	-1.0%	-4.4%	-0.3%	4	27	-4%
CC(C)(C)NC(=O)Cn1nnc(-c2ccccc2NC(=O)c2cnccn2)n1	i	0.0%	-0.2%	5%	2.9%	-1.3%	-0.1%	4	-1	-2%
O=C(Nc1ccc(F)cc1F)C1CCCN1S(=O)(=O)c1ccc(-c2ccc(=O)[nH]n2)s1 (stereo not drawn)	x	-0.2%	0.9%	9%	x	x	0.1%	x	x	3%
O=c1ccc2cc(O)c(O)cc2o1	i	-3.0%	-1.6%	26µM*	-0.7%	-2.8%	1.1%	12	0	0%
CCOC(=O)c1c(-c2ccc(C)cc2)csc1/N=C(\C)C1=C(O)c2ccccc2C1=O	i	0.6%	7.5%	7%	x	x	0.7%	x	x	5%
N#Cc1ccc(-n2nccc2-c2cnc3n(c2=O)CCS3)cc1	i	3.0%	1.8%	-11%	0.7%	-7.4%	0.0%	-5	-1	0%
O=C(CCl)Nc1cc2[nH]c(=O)[nH]c2cc1Br	i	0.3%	u	6%	1.4%	-2.2%	-0.9%	-18	8	-4%
COc1ccccc1NC(=O)N(Cc1ccco1)Cc1cc2ccc(C)c(C)c2[nH]c1=O	i	3.1%	6.1%	0%	-1.3%	-4.4%	0.1%	12	44	-3%
CCN(CC)c1ccc(C(=O)OCC(=O)Nc2sccc2C#N)cc1	i	1.4%	6.5%	3%	-3.1%	-7.8%	-0.3%	20	2	-7%
O=C(Nc1ccc(N2CCN(C(=O)C3CC3)CC2)cc1)c1cccs1	i	0.2%	1.2%	14%	0.2%	-7.9%	-0.3%	4	6	-2%
COc1ccc(NS(=O)(=O)c2cc(NC(=O)C3CCCCC3)ccc2N2CCOCC2)cc1	i	0.2%	-1.5%	1%	-1.8%	-12%	-0.1%	-9	7	-7%
Cc1cc(C)c(NC(=O)/C(=C/c2ccco2)c2ccccc2)c(C)c1	i	6.5%	6.9%	20%	5.0%	-7.0%	-0.4%	7	7	-6%
Cc1nn(CC(=O)Nc2ccc3c(c2)nc2n3CCN(C3CCCCC3)C2)c(=O)c2ccccc12	i	0.2%	0.8%	11%	0.9%	-8.2%	0.0%	8	3	3%
CC(=O)Nc1cccc(NC(=O)c2ccc([N+](=O)[O-])cc2Cl)c1	i	0.3%[50 µM]	1.8%	24%	-0.6%	42%	0.5%	12	10	5%
O=C(COc1ccccc1)NCc1n[nH]c(=S)n1-c1ccccc1	i	-0.3%	-0.3%	15%	0.4%	-8.6%	-0.1%	2	1	10%
COc1ccc(-c2cn3cccnc3n2)cc1NC(=O)C1CC1	i	-0.2%	2.5%	8%	-1.1%	1.9%	1.1%	9	16	-5%

3 compounds picked at random from the list so far, as already listed:
SMILES	Yfh1-depleted yeast	K1F lysis inhibition	RSV CPE inhibition	Large T inhibition	CSM14.1 death rescue	XIAP antagonists	West Nile antiviral	WT yeast gro inh	WT yeast gro inh mutant strain	Dengue-2 NS5 capping	others
O=c1ccc2cc(O)c(O)cc2o1	i	-3.0%	-1.6%	26µM*	-0.7%	-2.8%	1.1%	12	0	0%
Cc1nn(CC(=O)Nc2ccc3c(c2)nc2n3CCN(C3CCCCC3)C2)c(=O)c2ccccc12	i	0.2%	0.8%	11%	0.9%	-8.2%	0.0%	8	3	3%
O=C(Nc1ccc(N2CCN(C(=O)C3CC3)CC2)cc1)c1cccs1	i	0.2%	1.2%	14%	0.2%	-7.9%	-0.3%	4	6	-2%
